Assay outcomes as filed in PubChem BioAssay.
tuberculosis growth: growth inhibition of non-replicating M. tuberculosis (AID 488890); Mycobacterium tuberculosis non-replicating, growth inhibition; higher % means a stronger effect; inhibition, % at 25 µM; hits with a dose series show IC50 in µM; hit rate 0.39% among 320,000; in the data active = a potency from the dose series; inconclusive = inhibition mostly from about 82% at the one dose, without a potency; inactive = the rest, 99 in 100 with inhibition below about 76%;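 note: plate controls were DMSO cells for no effect and high antibiotic wells for full effect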
VEEV TC-83 Vero: inhibitors of VEEV TC-83 cytopathic effect, confirmation, Vero cells (AID 588727); Vero cells, VEEV TC-83 cytopathic effect inhibition; higher % means a stronger effect; one-dose inhibition, % at 20 µM; IC50 in µM for titrated hits; hit rate 0.13% among 350,000; in the data active = a potency from the dose series; inconclusive = inhibition mostly from about 14% at the one dose, without a potency; inactive = the rest, 99 in 100 with inhibition below about 12%; note: strong numbers were not always called active
PhoP GFP inhibition: PhoP regulon inhibitors, Salmonella typhi PhoP promoter GFP reporter, confirmatory (AID 1850); inhibition, % at 50 µM, or IC50 in µM where a hit was titrated; Salmonella Typhi PhoP-promoter GFP reporter, fluorescence, 4 h; higher % means a stronger effect; hit rate 0.33% among 310,000; in the data active = a potency from the dose series; inconclusive = inhibition mostly from about 25% at the one dose, without a potency; inactive = the rest, 99 in 100 with inhibition below about 19%;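 note: 0% = induced wells with vehicle and 100% = uninduced wells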
M. tuberculosis HTS: M. tuberculosis growth inhibition, HTS (AID 449762). M. tuberculosis H37Rv growth inhibition, 7H9 media; higher % means a stronger effect. inhibition, % at 25 µM, or IC50 in µM where a hit was titrated. hit rate 0.59% among 330,000; in the data active = a potency from the dose series; inconclusive = inhibition above about 70% without an active follow-up result;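 note: bacterial growth assessed after seven days of incubation; strong numbers were not always called active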
influenza NS1A: H1N1 influenza NS1A inhibitors, functional cell based assay (AID 504329). NS1A functional cell-based assay, percent inhibition; higher % means a stronger effect. one-dose inhibition, % at 12.5 µM; IC50 in µM for titrated hits. hit rate 0.3% among 340,000; in the data active = a potency from the dose series; inconclusive = inhibition above about 27% without an active follow-up result; note: strong numbers were not always called active
VEEV TC-83 Vero 10K pilot screen: further read-out of VEEV TC-83 Vero, marked with its call; inhibition, %; measured here: 10K pilot screen inhibition
Numbers without * were called inactive; i = inactive; ? = inconclusive; · = not tested or not shown; & = joins results of further samples. No enrichment for hits; overall some 1.4% were active at least once.

SMILES	tuberculosis growth	VEEV TC-83 Vero	PhoP GFP inhibition	M. tuberculosis HTS	influenza NS1A	others
CCOC(=O)[C@@H]1[C@H]2COc3ccccc3[C@@H]2N2C(=O)N(c3cccc(C)c3)C(=O)[C@]12C	2%	0.2%	12%	-3%	-2%	VEEV TC-83 Vero 10K pilot screen=0.3
CCOC(=O)c1[nH]c(C)c(CCC(=O)O)c1C	-32%&0%	1.8%&1.3%	-10%&-8%	-5%&-1%	1%&-9%
CC1C2C(c3ccccc3)N(C)C(=O)N(C)C2N(C)C(=O)N1C (stereo not drawn)	4%	i	2%	-6%	3%
COc1cccc(C(CNC(=O)c2ccc(Cl)c(S(=O)(=O)N3CCCC3)c2)N(C)C)c1 (stereo not drawn)	30%	3.5%	·	7%	1%
Cc1cc(C(=O)CN2C(=O)NC3(CCCCC3)C2=O)c(C)n1C	-3%	2.4%	3%	-1%	-3%
CC(=O)Nc1ccc(S(=O)(=O)NNC(=O)CCC(=O)NCc2ccccc2)cc1	-2%	i	·	-7%	-2%
O=C(N=Nc1c(O)[nH]c(=O)[nH]c1=O)C1COc2cc3ccccc3cc2O1 (stereo not drawn)	47%	0.1%	-2%	0%	·
CCN(CC)c1ccc(NC(=O)c2cccc(F)c2)c(C)c1	20%	i	-8%	5%	13%
NS(=O)(=O)c1ccc(CNC(=O)CCSCCC(=O)NCc2ccc(S(N)(=O)=O)cc2)cc1	-18%	1.2%	-13%	-2%	-1%
O=c1ccn([C@@H]2O[C@H](CNS(=O)(=O)c3csc(-c4ccno4)c3)[C@@H](O)[C@H]2O)c(=O)[nH]1	·	0.2%	·	·	-9%
O=C(Nc1c2c(nn1-c1ccc([N+](=O)[O-])cc1)CS(=O)(=O)C2)c1cccs1	11%	5.1%	-26%	6%	-1%
Cc1csc(=O)n1CCC(=O)OCC(=O)NCc1ccc(F)cc1	-5%	0.9%	-6%	-1%	1%
CN(CC(=O)Nc1ccccc1Cl)CC(=O)Nc1ccccc1[N+](=O)[O-]	-11%	2.7%	-6%	4%	12%
O=C(O)CCC(=O)Nc1cccc(C(=O)Nc2cccc(Cl)c2)c1	2%	3.1%	10%	10%	7%
Cc1ccc(Cn2nnnc2CN2CCC(c3nc4ccc(Cl)cc4[nH]3)CC2)cc1	65%	i	6%	26µM*	1%
COc1cccc(C2NC(=O)NC(C)=C2C(=O)OCC2CCCCC2)c1 (stereo not drawn)	-1%	2.0%	-7%	-17%	-3%
COc1cc2c(cc1OC)C1(CCCCC1)CN(C)C2	3%	i	18%	-3%	-14%
COC(=O)[C@H](Cc1ccccc1)NC(=O)NCCC1=CCCCC1	6%	i	7%	2%	5%
COc1ccc(/C=C(\NC(=O)c2ccccc2)C(=O)NCCN2CCOCC2)cc1	-3%	i	-2%	-2%	-32%
NS(=O)(=O)c1ccc(CCNC(=O)[C@@H]2CCCN2S(=O)(=O)c2ccccc2F)cc1	0%	i	-14%	-2%	2%
O=C(NCCc1cccnc1)c1cc(COc2ccc(F)cc2Cl)on1	13%	0.2%	-6%	8%	-5%
CCC(C)NS(=O)(=O)c1ccc(S(=O)(=O)N(CC(=O)Nc2ccccc2)CC2CCCO2)cc1 (stereo not drawn)	17%	i	-4%	5%	28%
CC(C)(C)n1nc2c(c1NC(=O)Cc1ccc(Cl)cc1)CS(=O)(=O)C2	-1%	1.1%	-3%	1%	-5%
CC1CC(C)CN(S(=O)(=O)N2CCC(C(=O)NCCC3=CCCCC3)CC2)C1 (stereo not drawn)	-9%	0.3%	-6%	-7%	8%
O=c1c(Cl)c(N2CCNCC2)cnn1C12CC3CC(CC(C3)C1)C2	8%	0.4%	1%	1%	7%
COc1ccc(-c2ccnc(SCC(=O)N3CCN(c4ccccc4)CC3)n2)cc1	-1%	i	5%	7%	·
COc1cc(NC(=O)CCn2c(=O)[nH]c3ccsc3c2=O)cc(OC)c1	-6%	2.4%	1%	4%	-7%
Cc1cc(N(CC(=O)NC2CC2)S(C)(=O)=O)ccc1Br	-11%	0.5%	-2%	-3%	2%
COc1ccc(S(=O)(=O)NCCSCc2ccco2)cc1	?	2.9%	-5%	-2%	-9%
Cc1ccccc1NS(=O)(=O)c1ccc(C(=O)OCC(=O)NCC(C)C)cc1	-6%	5.5%	6%	-5%	-19%
COC(=O)C1=C(c2ccc(OC(F)(F)F)cc2)C[C@@H]2CC[C@H]1N2C(=O)NCCOc1ccccc1Cl	-6%	3.6%	·	-2%	1%
O=C(N/N=C/c1cccc(OCC(=O)N2CCCC2)c1)C(=O)Nc1ccccc1F	32%	1.3%	-3%	?	2%
COC(=O)CCCNc1ncccc1[N+](=O)[O-]	-4%	1.6%	-2%	7%	8%
CCN(C(=O)CN1CCN(c2cccc(C(F)(F)F)c2)CC1)c1c(N)n(Cc2ccccc2)c(=O)[nH]c1=O	15%	0.4%	6%	6%	-4%
CCc1nn(CC(=O)NCCCN(CC)CC)c(=O)c2cc3sc(C)cc3n12	-5%	0.1%	-8%	-14%	3%
CCn1c(SCC(=O)Nc2ncc(C(F)(F)F)cc2Cl)nnc1-c1ccccc1	23%	1.1%	-2%	-8%	-22%
O=C(c1cccc(S(=O)(=O)N2CCOCC2)c1)N(CCO)Cc1ccccc1	9%	0.2%	7%	-2%	21%
Cn1c(SC2C(=O)CC(C)(C)CC2=O)nnc1-c1ccco1	2%	i	-8%	3%	-4%
Cc1ccnc(NS(=O)(=O)c2cc(-c3cc(C)no3)ccc2C(C)C)c1	4%	2.4%	-25%	7%	4%
COc1cc(C(c2sc3nc(C)nn3c2O)N2CC(C)CC(C)C2)cc(OC)c1OC (stereo not drawn)	28%	8.8%	4%	-12%	-16%

Entries from the list above with two or more sulfur atoms, in the order listed:
SMILES	tuberculosis growth	VEEV TC-83 Vero	PhoP GFP inhibition	M. tuberculosis HTS	influenza NS1A	others
NS(=O)(=O)c1ccc(CNC(=O)CCSCCC(=O)NCc2ccc(S(N)(=O)=O)cc2)cc1	-18%	1.2%	-13%	-2%	-1%
O=c1ccn([C@@H]2O[C@H](CNS(=O)(=O)c3csc(-c4ccno4)c3)[C@@H](O)[C@H]2O)c(=O)[nH]1	·	0.2%	·	·	-9%
O=C(Nc1c2c(nn1-c1ccc([N+](=O)[O-])cc1)CS(=O)(=O)C2)c1cccs1	11%	5.1%	-26%	6%	-1%
NS(=O)(=O)c1ccc(CCNC(=O)[C@@H]2CCCN2S(=O)(=O)c2ccccc2F)cc1	0%	i	-14%	-2%	2%
CCC(C)NS(=O)(=O)c1ccc(S(=O)(=O)N(CC(=O)Nc2ccccc2)CC2CCCO2)cc1 (stereo not drawn)	17%	i	-4%	5%	28%
COc1ccc(S(=O)(=O)NCCSCc2ccco2)cc1	?	2.9%	-5%	-2%	-9%

Later entries.
SMILES	tuberculosis growth	VEEV TC-83 Vero	PhoP GFP inhibition	M. tuberculosis HTS	influenza NS1A	others
Cc1ccc(O)c(NC(=O)C2CCCN2C(=O)OCc2ccccc2)c1 (stereo not drawn)	6%	1.7%	4%	1%	-4%
Cc1cccc(Oc2nc(-c3cccc([N+](=O)[O-])c3)nc3ccccc23)c1C	1%	i	9%	0%	-7%
O=C(NNC(=O)c1ccc2ccccc2c1)c1cccc(F)c1	·	0.5%	·	·	-24%
NC(=O)CC(NC(=O)Cc1cccc2ccccc12)c1ccc(N2CCCCCCC2)c([N+](=O)[O-])c1 (stereo not drawn)	7%	1.6%	-5%	17%	-4%
Cc1cc(C)cc(NS(=O)(=O)c2cc3[nH]c(=O)c(=O)[nH]c3cc2C)c1	-6%	0.6%	-1%	-9%	1%
Cc1ccc(C(=O)c2oc3ccc(Cl)cc3c2NC(=O)CN2CCN(C)CC2)cc1	?	i	2%	15µM*	18%
Cc1ccc(/C=N/NC(=O)CNC(=O)COc2ccc(Cl)cc2)o1	22%	0.1%	2%	-1%	-9%
COc1cc(/C=N/c2oc(C)c(C)c2C#N)cc(Br)c1O	34%	0.2%	-8%	12%	-2%
O=C(NC1CCCCC1)C(c1ccc(F)cc1)N(C(=O)c1csnn1)C1CC1 (stereo not drawn)	-4%	i	-5%	-6%	-1%
Cc1ccc(-n2nnnc2SCc2nnc(-c3ccccc3Br)o2)cc1	16%	i	-6%	-6%	5%
O=C(Cc1csc(-c2ccccc2)n1)NCc1ccc(F)cc1	20%	i	0%	0%	-9%
O=C(CCN1C(=O)c2ccccc2C1=O)Nc1nc2ccccc2s1	-10%	0.9%	-5%	11%	5%
Cc1nnc(SCc2ccc(C(=O)O)cc2)s1	-7%	4.4%	-8%	-5%	-14%
Cn1ccnc1Sc1nc2c(c(=O)n(C)c(=O)n2C)n1C	-5%	1.3%	-8%	3%	2%
CCC(=O)N1CCc2cc(S(=O)(=O)NC(C(=O)NC(C)c3ccccc3)C(C)C)ccc21 (stereo not drawn)	-3%	5.0%	-6%	2%	-4%
CCCSc1ccc([C@H]2N[C@@](Cc3ccccc3)(C(=O)OC)[C@H]3C(=O)N(C)C(=O)[C@@H]23)cc1	8%	i	·	0%	1%
CC(=O)N/C(=C\c1ccccc1)C(=O)OCc1ccc(F)cc1	4%	0.0%	6%	0%	3%
O=P(Oc1ccc(-c2ccccc2)cc1)(N1CC1)N1CC1	·	i	·	·	-8%
O=C(O/N=C1\C(=O)N(c2ccccc2)c2ccccc21)C1CC1	4%	3.6%	11%	9%	2%	VEEV TC-83 Vero 10K pilot screen=4.3
COc1cc(C(C)=O)ccc1OCC(=O)c1cc(C)n(C2CC2)c1C	7%	4.9%	4%	-7%	5%
COc1ccc(/C(O)=C2/C(=O)C(=O)N(CCN3CCOCC3)C2c2cccnc2)cc1OC (stereo not drawn)	-3%	i	14%	5%	-3%
c1ccc(-n2c(-c3ccncc3)nnc2-c2ccco2)cc1	-1%	2.6%	-7%	-5%	-1%
c1ccc(Oc2cccc(OCCCCSc3ncccn3)c2)cc1	40%	2.6%	8%	2%	-2%
Cc1ccccc1N(CC(=O)NCC1CCCO1)C(=O)CNS(=O)(=O)c1ccc(F)cc1 (stereo not drawn)	-16%	2.5%	16%	5%	3%
CCOC(=O)c1cnn(-c2nc(-c3cccc(F)c3)cs2)c1C(F)(F)F	77%	i	-4%	-9%	-4%
O=C(CCNC(=O)c1ccccc1Cl)OCC(=O)c1ccccc1	20%	i	-1%	2%	-2%
CCOc1ccc(N2C(=O)CC(SCCN)C2=O)cc1 (stereo not drawn)	17%	i	-4%	2%	-3%
O=C(NC1CCCCC1)N1CCN(Cc2nc3ccccc3c(=O)[nH]2)CC1	-7%	1.4%	11%	-5%	-2%
COc1ccc2c(c1)cc(C(=O)N[C@@H](CCSC)C(=O)N1CCC(C(=O)O)CC1)n2C	-12%	2.4%	2%	-3%	-30%
N#C/C(=C\c1c(N2CCCCCC2)nc2ccccn2c1=O)C(=O)NCc1ccco1	8%	13%	10%	-1%	7%
O=C(NC1CCCC1)C(c1ccccc1)N(Cc1ccco1)C(=O)Cc1cccs1 (stereo not drawn)	18%	9.9%	2%	2%	6%
COc1cc2c(cc1OC)CN(C(=O)c1ccc(N3CCCC3)c([N+](=O)[O-])c1)CC2	13%	3.2%	-1%	19%	4%
CCC(C(=O)OCC(=O)Nc1ccc(C)c(S(=O)(=O)N2CCOCC2)c1)c1ccccc1 (stereo not drawn)	17%	5.5%	-3%	6%	-10%
CC1(C)CC(=O)C=C(c2ccc3ccccc3c2)C1	9%	i	·	10%	-17%
COCC(=O)Nc1nnc(COc2ccc(Cl)cc2)s1	29%	0.5%	-8%	0%	1%
O=C(O)c1ccc2c(=O)n3c(nc2c1)/C(=C/c1ccccc1OC(F)F)CC3	-11%	1.5%	8%	-4%	-6%
Cc1ccc(C(=O)N2CCN(CCNC(=O)C(=O)Nc3ccc(Cl)cc3)CC2)cc1	·	0.2%	·	·	-15%
CCCN=Cc1ccc(O)cc1	17%	2.9%	-3%	-2%	·
CCCCOc1ccc(CC2CCC(=O)NC2=O)cc1 (stereo not drawn)	29%	1.4%	-11%	12%	-1%
NC(=O)[C@H](Cc1cc2ccccc2s1)NC(=O)[C@@H]1CC2(CC(c3cccc(NC(=O)[C@@H]4CCC(=O)N4)c3)=NO2)CN1C(=O)/C=C/c1c(F)cccc1Cl (stereo partly drawn)	?	0.5%	-7%	57%	0%
O=C1NC(NS(=O)(=O)c2ccccc2)(C(F)(F)F)C(=O)N1Cc1cccnc1 (stereo not drawn)	4%	i	-1%	-9%	-2%
Cc1cccc(C)c1NC(=S)N1CC(C)OC(C)C1 (stereo not drawn)	-4%	0.7%	-2%	-7%	-3%
